# Source: PubChem (several laboratories)
# LRH-1 inv ag = NR5A2 inverse agonism in reporter assay; inhibition, % at 3.6 µM; AID 602396; HEK293T StAR-luciferase reporter, LRH-1 transfected, 24 h; O00482; 360,000 tested, 0.13% active;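 active means inhibition above the mean inhibition of all tested compounds plus 3 SD, cut at about 73% in these data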;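 further: 0% = DMSO wells and 100% = reporter-only cells lacking LRH-1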
# Target sequence (O00482 whole entry, looked up): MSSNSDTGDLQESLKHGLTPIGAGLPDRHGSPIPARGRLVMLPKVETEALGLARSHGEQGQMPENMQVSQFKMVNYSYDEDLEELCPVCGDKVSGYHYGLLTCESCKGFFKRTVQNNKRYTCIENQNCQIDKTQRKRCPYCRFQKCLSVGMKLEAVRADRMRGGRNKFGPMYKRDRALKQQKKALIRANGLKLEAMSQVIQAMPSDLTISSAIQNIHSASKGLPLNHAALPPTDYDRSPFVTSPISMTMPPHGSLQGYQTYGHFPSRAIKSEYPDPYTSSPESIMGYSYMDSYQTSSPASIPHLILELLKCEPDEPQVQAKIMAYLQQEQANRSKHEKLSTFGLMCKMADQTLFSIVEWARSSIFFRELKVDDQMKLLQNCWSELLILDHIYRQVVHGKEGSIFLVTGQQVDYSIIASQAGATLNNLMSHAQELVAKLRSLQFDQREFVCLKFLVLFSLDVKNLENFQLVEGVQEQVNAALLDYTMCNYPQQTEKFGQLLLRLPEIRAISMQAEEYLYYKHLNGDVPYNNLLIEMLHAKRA
# SRC1 inh = inhibits human SRC1 coactivator. AID 588354. Q15788. HEK293 GAL4-SRC1 luciferase reporter, luminescence. inhibition, % at 3.6 µM. 360,000 tested, 0.12% active;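 active means inhibition above the campaign mean plus 3 SD, with each screening campaign given its own cutoff, cut at about 60% in these data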;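 further: 0% = DMSO treated cells and 100% = gossypol at 36 µM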
# TRAIL sens C8 = sensitizes caspase-8 expressing cells to TRAIL; 360,000 tested, 1% active; AID 624354; NB7+C8 cells + TRAIL, ATPlite viability luminescence; inhibition (viability loss, TRAIL sensitization), % at 10 µM;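 active means compounds causing at least 50% loss of cell viability in the single-dose screen, relative to plate controls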
# CF NFkB block = cystic fibrosis NF-kB activation inhibition; KKLEB NF-kB-GFP reporter, PAF-induced, GFP fluorescence overnight; inhibition, % at 5 µM; 360,000 tested, 0.86% active; AID 588850;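 active means at least 50% inhibition at 5 µM, scaled per plate between neutral and stimulator controls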;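 further: PAF is a Pseudomonas aeruginosa culture filtrate used as stimulus; plate controls were PAF-stimulated DMSO wells for no effect and unstimulated DMSO wells for full effect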
# TROY NFkB inh = inhibitors of TROY-dependent NF-kB signaling; Q293 LMP1-TROYcd NF-kB luciferase reporter, 4 h; inhibition, % at 10 µM; 360,000 tested, 0.98% active; AID 1347056;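 active means compounds whose plate-normalised and pattern-corrected inhibition of the luciferase reporter signal at the single screening dose is 50% or more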
# COUP-TFII inh = blocks human COUP-TFII nuclear receptor | HEK293T NGFI-A luciferase reporter, luminescence | 370,000 tested, 0.7% active | inhibition, % at 8.6 µM;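 active means inhibition above a per-plate cutoff, mean inhibition of test wells between control levels plus 3 SD, cut at about 38% in these data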;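 further: cells cotransfected with COUP-TFII expression vector driving the NGFI-A reporter; 0% = median of COUP-TF2 test wells and 100% = reporter-only cells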
# Target sequence (P24468 whole entry, looked up): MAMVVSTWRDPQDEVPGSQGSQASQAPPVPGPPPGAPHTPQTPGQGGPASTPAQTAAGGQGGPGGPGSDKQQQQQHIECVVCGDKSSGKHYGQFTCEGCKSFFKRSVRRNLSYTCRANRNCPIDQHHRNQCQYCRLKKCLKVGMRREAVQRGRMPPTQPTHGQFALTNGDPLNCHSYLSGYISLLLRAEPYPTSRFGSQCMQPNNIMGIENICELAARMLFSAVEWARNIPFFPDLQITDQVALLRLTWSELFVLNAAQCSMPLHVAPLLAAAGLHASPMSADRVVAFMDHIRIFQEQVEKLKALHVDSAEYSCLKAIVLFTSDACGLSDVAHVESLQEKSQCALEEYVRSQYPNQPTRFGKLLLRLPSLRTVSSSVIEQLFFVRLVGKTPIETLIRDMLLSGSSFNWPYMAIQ
# TWEAK Fn14 block = inhibitors of TWEAK-Fn14 interaction signaling. TWEAK-stimulated Fn14 reporter cells, luciferase luminescence, 8 h. inhibition, % at 10 µM. 360,000 tested, 2% active. AID 1159606; in the data active means inhibition above about 50%
# KKLEB tox = reduces viability of KKLEB cystic fibrosis airway cells. KKLEB CF airway cells viability, ATPlite luminescence, overnight; active compounds read low; cells stimulated with P. aeruginosa culture filtrate. activity change (cytotoxicity), % at 5 µM. 360,000 tested, 0.36% active. AID 602141;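 active means corrected activity change at or below -50% at 5 µM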
# Shn3 inh set2 = reduces Shn3 3'UTR luciferase signal in osteoblasts | Clone20 osteoblast Shn3 3'UTR firefly luciferase, 24 h | 360,000 tested, 0.52% active | AID 588674 | inhibition, % at 12.5 µM;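 active means mean inhibition of at least 75% with every replicate also reaching 75%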;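 further: 0% = median of neutral control wells and 100% = pilot-screen positive control compound; some compounds past the cut are filed as inactive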
# LMP1 NFkB inh = reduces LMP1-driven NF-kappaB luciferase signal | LMP1-induced NF-kappaB luciferase reporter cells, luminescence | inhibition, % at 12.5 µM | 350,000 tested, 0.69% active; in the data active means inhibition above about 41%;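 further: 0% = neutral control wells and 100% = reference inhibitor control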
# SRC3 inh = inhibits human SRC3 coactivator; HEK293 GAL4-SRC3 luciferase reporter, luminescence; 360,000 tested, 0.17% active; AID 588352; inhibition, % at 3.6 µM;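 active means inhibition above a per-campaign cutoff, the mean of all compounds plus 3 SD, cut at about 60% in these data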;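 further: 0% = DMSO-treated cells and 100% = gossypol-treated cells at 36 µM; higher means less SRC3-driven luciferase light from the GAL4 reporter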
# Active calls of the source: *; · = no result given. Not all compounds are listed (hit frequency here may not be typical).
SMILES,LRH-1 inv ag,SRC1 inh,TRAIL sens C8,CF NFkB block,TROY NFkB inh,COUP-TFII inh,TWEAK Fn14 block,KKLEB tox,Shn3 inh set2,LMP1 NFkB inh,SRC3 inh
Cc1ccc(S(=O)(=O)N(Cc2ccccc2Cl)C(=O)N2CCN(C)CC2)cc1,7,-1,-18,-4,-4,-10,1,7,2,-4,5
COc1ccc(CN2CCOC2=O)cc1OC,10,2,-1,-2,6,13,7,0,16,-4,-12
COCCN(C(=O)COC(=O)CSc1ccc(Cl)cc1)c1c(N)n(Cc2ccccc2)c(=O)[nH]c1=O,10,-26,-6,3,0,-8,6,1,12,3,5
Cc1cc(C)c(S(=O)(=O)N2CCCOC2CNC(=O)C(=O)NCc2ccco2)c(C)c1 (stereo unspecified),16,-2,-13,-1,-1,-2,-19,5,-12,0,25
O=C1CC(c2ccccc2)CC(O)=C1C=Nc1ccccc1Cl (stereo unspecified),-8,-10,0,20,12,12,7,-21,-13,-1,9
COc1ccc(CN2CCN(C3CCC3)CC2CCO)c(F)c1 (stereo unspecified),-10,14,4,-8,-3,11,11,10,4,1,2
Cc1ccc(NC(=O)CSCC(=O)Nc2cc(Cl)ccc2N2CCOCC2)cc1,10,1,1,6,12,-10,-2,1,23,5,1
CC(C)(C)C(=O)N(Cc1ccc(Cl)cc1)Cc1cccnc1,-6,-6,0,3,-19,10,-25,-6,0,2,21
O=C1NC2(CCCC2)C(=O)N1CC(=O)N(Cc1ccccc1)c1ccccc1,24,16,-8,-14,3,-6,24,3,-4,6,11
COc1cccc(/C=N/NC(=O)CCCC(=O)Nc2ccc(Br)cc2)c1,-7,4,1,14,8,4,-10,8,6,-4,5
O=C(c1cc(-c2ccco2)nn1-c1cccc(Cl)c1)N1CCCCC1,1,4,9,16,16,12,24,-11,-14,-6,-19
Cc1ccccc1C(=O)OCC(=O)Nc1cccc(S(=O)(=O)N2CCCCC2)c1,6,-17,1,1,27,12,40,-1,9,4,4
COC(=O)C[C@H]1c2cc(C(F)(F)F)ccc2S(=O)(=O)N1Cc1ccccc1,1,-11,-12,-9,-20,5,-9,-22,-14,-2,-3
Cc1cc(NC(=O)C(C)SCC(=O)N(C)CC(=O)Nc2ccccc2C(F)(F)F)no1 (stereo unspecified),5,0,-6,-5,2,-10,4,6,-2,2,-5
O=C(Cc1ccc(Cl)cc1)Oc1cccc2cccnc12,12,-4,-16,1,9,·,17,4,-39,-1,1
Cc1nc2ccccc2c(=O)n1/N=C/c1ccccc1O,-42,-50,5,6,-56,-27,1,3,-53,-22,-69
CN(c1cc2c(c3c1ccn3C)C1CCC2O1)C1CCCCC1 (stereo unspecified),0,3,2,22,-6,5,-5,-28,1,·,23
O=S(=O)(NCCC1=CCCCC1)c1ccccc1Br,-22,-5,6,-2,-32,5,-1,2,-9,1,8
COc1cc(/C=N/NC(=O)CNC(=O)c2ccc3c(c2)OCCO3)ccc1O,8,11,15,0,-9,0,-4,3,-29,-10,1
CCOC(=O)CCCc1ccc(/C(C)=N/NC(N)=S)cc1,54,21,21,-32,-7,-3,-2,5,30,-23,32
O=C(CN(c1ccccc1F)S(=O)(=O)c1ccccc1)Nc1ccccc1C(=O)N1CCOCC1,0,-6,0,12,-10,-11,-3,-18,-15,4,0
Cc1c(C(=O)NCc2ccc3c(c2)OCO3)oc2ccc(S(=O)(=O)N3CCC(C)CC3)cc12,-9,-13,34,-1,17,·,59*,-11,50,10,24
CC(C)Cn1c(=O)c2sccc2n2c(CCCC(=O)N3CCC(N4CCCCC4)CC3)nnc12,-13,-14,-13,4,3,-9,7,-5,-23,-6,-12
Cc1cccc(C(=O)OC(C)CN2C(C)CCCC2C)c1 (stereo unspecified),17,5,-2,-2,-1,14,18,9,-4,-23,-2
O=C(O)c1cccc(NC(=O)c2cc(NC(=O)c3ccccc3)cc(NC(=O)c3ccccc3)c2)c1,2,-13,-7,-5,-10,-12,26,13,-44,2,-1

# Full records, quoted from the list. Values in the order: LRH-1 inv ag	SRC1 inh	TRAIL sens C8	CF NFkB block	TROY NFkB inh	COUP-TFII inh	TWEAK Fn14 block	KKLEB tox	Shn3 inh set2	LMP1 NFkB inh	SRC3 inh
# Record of `Cc1cc(NC(=O)C(C)SCC(=O)N(C)CC(=O)Nc2ccccc2C(F)(F)F)no1` (stereo unspecified) = 5	0	-6	-5	2	-10	4	6	-2	2	-5
# Record of `Cc1ccccc1C(=O)OCC(=O)Nc1cccc(S(=O)(=O)N2CCCCC2)c1` = 6	-17	1	1	27	12	40	-1	9	4	4
# Record of `O=C1CC(c2ccccc2)CC(O)=C1C=Nc1ccccc1Cl` (stereo unspecified) = -8	-10	0	20	12	12	7	-21	-13	-1	9
# Record of `O=S(=O)(NCCC1=CCCCC1)c1ccccc1Br` = -22	-5	6	-2	-32	5	-1	2	-9	1	8
# Record of `COCCN(C(=O)COC(=O)CSc1ccc(Cl)cc1)c1c(N)n(Cc2ccccc2)c(=O)[nH]c1=O` = 10	-26	-6	3	0	-8	6	1	12	3	5

# Later entries
SMILES,LRH-1 inv ag,SRC1 inh,TRAIL sens C8,CF NFkB block,TROY NFkB inh,COUP-TFII inh,TWEAK Fn14 block,KKLEB tox,Shn3 inh set2,LMP1 NFkB inh,SRC3 inh
CCOC(=O)N1CCN(C(=O)C(CC)n2nc(C)c3sc4ccccc4c3c2=O)CC1 (stereo unspecified),-1,6,-9,2,20,0,-16,2,7,0,-7
CN(C)C=Nc1c(C(=O)c2ccccc2)sc2nccc(N(C)C)c12,-11,35,-2,53*,7,19,27,-4,-16,16,39
Cc1nc2ccc(NC(=O)C(F)(F)F)cc2o1,10,-11,3,-2,2,4,2,-3,-37,-7,3
Cc1c(NC(=O)c2cccc(NC(=O)COc3cccc(Br)c3)c2)c(=O)n(-c2ccccc2)n1C,12,-9,4,-22,8,21,9,-1,8,13,3
CC(=O)c1ccc(OCC(O)CN2CCN(Cc3ccccc3)CC2)cc1 (stereo unspecified),-10,10,-5,-7,8,·,-4,6,-6,-1,1
C=C(C)c1cccc(C(C)(C)NC(=O)NCCCn2ccnc2)c1,-19,6,-17,-3,-3,6,-12,12,5,-3,-2
C=CCNC(=O)COc1ccccc1C#N,-42,7,2,4,-11,-17,-20,18,-10,-9,-2
CCOCCOC(=O)c1ccc(NC(=O)C2COc3ccccc3O2)cc1 (stereo unspecified),6,10,-6,13,-3,-22,-13,2,-4,4,-14
CC[C@]12c3[nH]c4ccc(OC)cc4c3CCN1C(=O)C(CC(=O)NCCCOC)C[C@@H]2C(=O)N1CCN(C(=O)c2ccco2)CC1 (stereo partly specified),-14,-7,-1,-23,20,28,5,11,-1,-7,11
COc1ccc(C(=O)O)cc1S(=O)(=O)NCCCN1CCCC1=O,-8,1,-4,11,0,4,-19,-1,-17,5,-16
CCCOc1ccccc1-c1nc(SCCC(=O)O)n[nH]1,-3,-9,-5,10,2,7,-9,6,-11,6,7
COCCNC(=O)C(c1ccc(C)o1)N(C(=O)c1snc(C(N)=O)c1N)c1cccc(C)c1 (stereo unspecified),23,11,-19,-14,-18,-7,4,3,32,-1,9
Cc1c(Cl)cccc1NC(=O)c1cc(-c2ccccc2O)n[nH]1,-72,-59,0,11,·,-27,6,1,-62,-21,-57
c1ccc2c(c1)oc1c(Nc3ccc4c(c3)OCO4)ncnc12,-126,-102,-2,-7,-39,-25,7,-6,-86,-35,-94
COCC(=O)NCCc1ccc(S(N)(=O)=O)cc1,-11,4,4,8,3,14,-1,-6,6,1,-4
O=C(Cn1ccc(C(F)(F)F)n1)N/N=C/c1ccc2c(c1)OCO2,-3,-15,-3,-14,-45,6,-5,1,-20,-5,-15
O=C(CN1CCN(C(=O)N2CCCCC2)CC1)Nc1ccc(F)cc1,-1,0,-19,6,-23,9,-4,-7,0,-21,-6
CC(=O)N(CCC1(c2ccc(C)cc2)CCOC(C(C)C)C1)Cc1ccco1 (stereo unspecified),-3,2,-7,20,-4,-6,-5,-8,22,-17,17
CCC(Cc1ccccc1)NC(=O)CCc1ccccc1 (stereo unspecified),1,8,-5,12,5,-26,-26,-4,2,-1,-7
O=C(Cc1ccccc1)Nc1ccccc1C(=O)N1CCN(c2ccccc2)CC1,3,-2,-9,-57,-23,5,6,17,6,-9,16
CC(=O)Nc1cccc(NC(=O)Cc2ccc3ccccc3c2)c1,0,13,-21,7,11,26,-8,8,21,6,10
O=C(NC1CCCCC1)C1CCC(=O)N(C2CC2)C1 (stereo unspecified),8,-9,-1,22,-22,8,-15,-20,-6,-11,-3
CN1C(=O)NC2(O)C(=O)c3ccccc3C12O (stereo unspecified),8,-5,-6,6,-7,-11,-2,-14,-14,4,4
Cc1cccc(NC(=O)C(=O)NCCc2c[nH]c3ccccc23)c1C,3,-19,7,0,-23,-2,-20,-8,-3,-8,4
COC(=O)C1=C(O)/C(=C\c2ccc(CNS(=O)(=O)c3ccccc3)o2)N=C1C,5,15,-3,1,-10,5,-14,-1,0,-4,2
CC(C)COc1cccc(-c2cc(C(=O)Nc3ccon3)c3ccccc3n2)c1,-8,-1,21,-22,7,6,23,15,0,-6,-2
Cc1cc(C(=O)C(=O)N(C)C)c(C)n1-c1ccc(Cl)cc1,6,8,-9,9,10,5,-12,10,13,6,19

# Ordered by the number under CF NFkB block (largest number first): 3 from the list above
canonical_smiles	LRH-1 inv ag	SRC1 inh	CF NFkB block	COUP-TFII inh	TWEAK Fn14 block	Shn3 inh set2	LMP1 NFkB inh	SRC3 inh
O=C(NC1CCCCC1)C1CCC(=O)N(C2CC2)C1 (stereo unspecified)	8	-9	22	8	-15	-6	-11	-3
c1ccc2c(c1)oc1c(Nc3ccc4c(c3)OCO4)ncnc12	-126	-102	-7	-25	7	-86	-35	-94
O=C(Cc1ccccc1)Nc1ccccc1C(=O)N1CCN(c2ccccc2)CC1	3	-2	-57	5	6	6	-9	16

# 3 entries picked at random from the list so far, as already listed:
SMILES,LRH-1 inv ag,SRC1 inh,TRAIL sens C8,CF NFkB block,TROY NFkB inh,COUP-TFII inh,TWEAK Fn14 block,KKLEB tox,Shn3 inh set2,LMP1 NFkB inh,SRC3 inh
Cc1cccc(NC(=O)C(=O)NCCc2c[nH]c3ccccc23)c1C,3,-19,7,0,-23,-2,-20,-8,-3,-8,4
Cc1cc(C(=O)C(=O)N(C)C)c(C)n1-c1ccc(Cl)cc1,6,8,-9,9,10,5,-12,10,13,6,19
Cc1c(Cl)cccc1NC(=O)c1cc(-c2ccccc2O)n[nH]1,-72,-59,0,11,·,-27,6,1,-62,-21,-57
